Bioassay records from PubChem BioAssay.
Nrf2 block: Nrf2 pathway inhibition. A549 ARE-Fluc reporter, luciferase luminescence, 18-24 h. Potency, µM (titrated, usually from 46 µM), inactives show top-dose activity change, negative = inhibition, usual class: inhibitors. 2.1% of 360,000 active. AID 504444; note: potency is the fitted concentration of half-maximal effect; % is set by controls: 0 for no effect and ±100 for the full control effect; nearly all actives have a fitted effect of over 60% in size
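A549 ARE_Fluc cells, 5000/well, 5% FBS OPTI-MEM; compounds in dose-response, 18-24 h at 37 °C/5% CO2; CellTiter-Fluor viability read (Ex 405/Em 525), then BugLite luciferase luminescence = Nrf2 activity.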
Nrf2 activator: Nrf2 pathway activation. AREc32 ARE-luciferase reporter (MCF7-derived line), luminescence, 24 h. Potency, µM (highest dose often 46.1 µM), without a hit: at the top dose activation, hits mostly activators. 0.31% of 410,000 active. AID 624171; note: potency is the fitted concentration of half-maximal effect; % of control where 0% means no effect; nearly all actives have a fitted effect of over 65% in size
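AREc32 cells carrying an ARE-driven firefly luciferase, 1000 cells/well in OPTI-MEM with 5% FBS, dosed after overnight attachment and incubated 24 hr at 37 deg C. Steady-Glo luminescence read after 30 min at RT.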
IL2 activator: IL-2 activation; IL-2 activation reporter assay, cell-based qHTS; stimulated with anti-CD3/CD4/CD28 beads; in transgenic mouse T cells; 0.065% of 360,000 active; AID 652025; activation, % (series mostly up to about 46 µM); in the data active = activation above about 50%; inconclusive = mostly about 30% to 49%; note: 0% is about no effect
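Quantitative HTS in unstimulated transgenic mouse T cells, with memory T cells as non-tolerant control and PMA/ionomycin as tolerance-bypass control. Compound pretreatment lasted 60 minutes before 18 h bead stimulation; EGFP/DsRed fluorescence read.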
TGFb inhibitor: TGF-b pathway inhibition; HepG2 CAGA-GFP TGF-b/SMAD3 reporter, GFP fluorescence, 18 h; TGF-beta stimulated, 500 pg/mL final; Potency, µM (titrated, usually from 46.1 µM), for inactives: top-dose activity, negative = inhibition, usual class: inhibitors; 1.2% of 410,000 active; note: potency is the fitted concentration of half-maximal effect; % is set by controls: 0 for no effect and ±100 for the full control effect; nearly all actives have a fitted effect of over 65% in size
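HEPG2 CAGA-GFP cells (1000/well, DMEM with 1% FBS) were pre-incubated 2 h at 37 degrees C, given compound by pin tool, then stimulated with TGF-beta at 500 pg/mL final for 18 h before per-cell GFP fluorescence imaging.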
ATXN2 expr inh: ATXN2 expression inhibition | HEK-293 ATXN2-luciferase reporter, luminescence, 24 h | 0.72% of 360,000 active | Potency, µM (doses to about 57 µM), inactives show at the top dose activity change, negative = inhibition, hits mostly inhibitors | AID 1745845; note: potency is the fitted concentration of half-maximal effect; % is set by controls: 0 for no effect and ±100 for the full control effect; nearly all actives have a fitted effect of over 55% in size
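qHTS (up to 57 uM final) was run with 24 h compound exposure of reporter cells at 37 °C. Each well was multiplexed: SteadyGlo luminescence measured ATXN2-luciferase expression after a fluorogenic Gly-Phe-AFC viability readout (25 uM final).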
A549 viability: counter-screen for Nrf2 inhibitors: cytotoxicity in A549 cells; Potency, µM (titrated, usually from 46 µM), for inactives: at the top dose activity change, negative = cytotoxicity, hits mostly inhibitors; 0.16% of 390,000 active; A549 ARE-Fluc cells, CellTiter-Fluor viability, 18-24 h; note: potency is the fitted concentration of half-maximal effect; % is set by controls: 0 for no effect and ±100 for the full control effect
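A549 ARE-Fluc cells in 5% FBS OPTI-MEM, 5000 cells/well, rested 2 h then exposed to compounds in concentration-response for 18-24 h at 37 °C. Viability by CellTiter-Fluor fluorescence (Ex 405/Em 525) after 30 min; luciferase luminescence (BugLite, 15 min, RT) read afterwards.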
EPAC2 agonist: agonists of human EPAC2 (RAPGEF4). Q8WZA2. EPAC2 activation, biochemical qHTS; response scale: 100% = 6.5 mM cAMP response. Potency, µM (series often up to 154 µM), for inactives: at the highest dose activation, most hits filed as activators. 0.079% of 360,000 active; note: potency is the fitted concentration of half-maximal effect; nearly all actives have a fitted effect of over 50% in size
Target sequence (Q8WZA2 whole entry, looked up): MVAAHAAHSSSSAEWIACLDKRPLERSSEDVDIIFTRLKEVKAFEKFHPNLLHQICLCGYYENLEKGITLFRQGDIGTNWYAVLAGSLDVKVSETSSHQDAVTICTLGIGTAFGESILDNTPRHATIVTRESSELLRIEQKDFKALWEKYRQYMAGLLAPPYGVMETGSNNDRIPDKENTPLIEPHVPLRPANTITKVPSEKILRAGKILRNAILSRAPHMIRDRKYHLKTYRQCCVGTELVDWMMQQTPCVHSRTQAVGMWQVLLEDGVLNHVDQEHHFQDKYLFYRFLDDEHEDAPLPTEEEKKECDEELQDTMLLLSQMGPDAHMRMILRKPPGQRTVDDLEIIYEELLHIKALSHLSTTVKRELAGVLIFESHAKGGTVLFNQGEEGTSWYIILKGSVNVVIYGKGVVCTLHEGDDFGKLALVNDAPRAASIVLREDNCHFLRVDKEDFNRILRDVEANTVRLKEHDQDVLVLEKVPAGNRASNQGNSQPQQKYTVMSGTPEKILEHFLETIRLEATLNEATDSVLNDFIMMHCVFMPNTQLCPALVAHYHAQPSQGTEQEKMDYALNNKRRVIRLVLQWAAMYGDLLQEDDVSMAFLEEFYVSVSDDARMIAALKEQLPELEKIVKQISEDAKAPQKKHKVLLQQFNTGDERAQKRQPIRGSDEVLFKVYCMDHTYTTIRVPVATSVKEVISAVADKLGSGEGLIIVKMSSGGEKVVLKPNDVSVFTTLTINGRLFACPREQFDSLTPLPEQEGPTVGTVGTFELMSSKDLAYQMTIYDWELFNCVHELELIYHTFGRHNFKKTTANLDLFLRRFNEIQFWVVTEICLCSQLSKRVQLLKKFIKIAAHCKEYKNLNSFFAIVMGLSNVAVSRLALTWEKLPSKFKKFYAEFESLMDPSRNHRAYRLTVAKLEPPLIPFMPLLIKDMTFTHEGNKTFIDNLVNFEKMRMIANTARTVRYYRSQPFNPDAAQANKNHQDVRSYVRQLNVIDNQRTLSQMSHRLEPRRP
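Setup: EPAC2 100 nM, labeled Rap1B complex 250 nM, free GDP 50 uM. Compound titrations pinned in, brief spin, 5 min room temperature incubation. Kinetic fluorescence read over 30 min, normalized to 6.5 mM cAMP.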
ATXN viability: reduces viability in counter-screen for ATXN expression inhibitors | S2 cells (HEK-293 line with an ATXN2-luciferase reporter) viability, CellTiter-Fluor protease fluorescence, 24 h | Potency, µM (doses to about 56.7 µM), hits mostly cytotoxic | 0.49% of 400,000 active; note: potency is the fitted concentration of half-maximal effect; nearly all actives have a fitted effect of over 40% in size
HepG2 viability: counter-screen for TGF-b inhibitors: cytotoxicity in HepG2 cells | HepG2 CAGA-GFP viability, ATP luminescence, 18 h | Potency, µM (titrated, usually from 46.1 µM), for the others: at the highest dose activity change, negative = cytotoxicity, most hits filed as cytotoxic | 0.76% of 410,000 active | AID 588856; note: potency is the fitted concentration of half-maximal effect; some results filed as inactive show a strong effect at the top dose
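CellTiter-Glo luminescence gave cytotoxicity after 18 hours at 37 degrees C. The cells were HepG2 CAGA-GFP in 1% FBS DMEM, stimulated with 500 pg/mL TGF-beta after compound addition. %Activity was normalised to no-cell wells (complete cell-killing) and DMSO (no toxicity), and curves were fitted and classified.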
Starred values were filed as active, the others as inactive; i = inactive; ? = inconclusive; nt = not tested or not shown; [ ] = remark or other dose. Unless noted, calls come from the whole dose curve; as a rule, active = well fitted curve in the direction sought with a large enough effect; inconclusive = small, poorly fitted or top-dose-only effect, or another doubt; inactive = no such curve, though single readings can be large; an effect the other way counts as inactive or inconclusive. An unsorted share of the library. About 4.3% of those tested had a hit in this group.

SMILES | Nrf2 block | Nrf2 activator | IL2 activator | TGFb inhibitor | ATXN2 expr inh | A549 viability | EPAC2 agonist | ATXN viability | HepG2 viability
COc1cccc(NC(=O)COC(=O)C2CCCCC2)c1 | -14.0% | 0.0% | -0.1 | 26.1% | nt | 15.8% | 7.7% | i | -12.2%
O=C(O)c1ccc(NN=Cc2cc(=O)[nH]c(=O)[nH]2)cc1 | 3.8% | 0.2% | -0.2 | 8.9% | -2.3% | ? | -1.7% | ? | -3.0%
COc1ccc(S(=O)(=O)N(C)C[C@@H]2Oc3ccc(NS(=O)(=O)c4cn(C)cn4)cc3C(=O)N([C@@H](C)CO)C[C@@H]2C)cc1 | 7.7% | -1.0% | 0.4 | -0.8% | 4.5% | 0.4% | -5.5% | i | 0.6%
COc1ccc(CNC(=O)C2CCN(C(=O)[C@@H]3Cc4ccccc4CN3)CC2)cc1 | -15.2% | 0.4% | -4.3 | 19.1% | 4.9% | 0.0% | 5.4% | i | -20.0%
O=c1[nH]c2ccccc2c2oc(CCl)nc12 | ? | 19.1% | -0.4 | ? | -22.0% | 0.3% | 3.9% | i | -94.9%
O=C(c1cnc2n(c1=O)CCS2)N1CCN(c2ccccc2F)CC1 | 11.1% | -0.4% | -4.0 | -5.4% | 18.3% | 18.3% | 6.5% | i | -2.4%
CCN1C(=O)c2ccccc2S(=O)c2ccc(C(=O)N3CCN(c4ccc(F)cc4)CC3)cc21 (centres undefined) | ? | -0.5% | nt | -1.1% | 0.0% | -12.2% | nt | i | -15.9%
O=C1CCCCC1C1(O)C(=O)Nc2ccccc21 (centres undefined) | nt | -0.1% | 0.3 | 0.9% | nt | nt | 7.2% | i | -0.1%
Cc1ccccc1N1CCN(C2CCCN(C(=O)c3ccc(Cl)s3)C2)CC1 (centres undefined) | -0.7% | -0.6% | -1.9 | -18.1% | -15.5% | 1.6% | 10.5% | ? | -5.9%
Cc1noc(NS(=O)(=O)c2ccc(NC(=O)c3cccc(S(=O)(=O)N(C)c4ccccc4)c3)cc2)c1C | -16.0% | -1.1% | 0.0 | -31.9% | 3.4% | 1.7% | 3.6% | i | -16.9%
CCNc1nc(C)c2cc(Br)c(=O)n(CC)c2n1 | -12.4% | -0.8% | -1.7 | 31.3%[activator] | -2.0% | -8.6% | -4.5% | i | 1.6%
O=S(=O)(c1ccc(Cl)cc1)c1nc(-c2cccs2)oc1N1CCCCC1 | ? | 5.6% | nt | ? | -25.6% | -2.5% | nt | ? | -23.4%
Cc1ccc(Cl)cc1NC(=S)N(CCCN1CCN(C)CC1)Cc1ccco1 | ? | 0.1% | -0.4 | -7.6% | -7.3% | 4.8% | -5.3% | i | -18.5%
CCOC(=O)C1CCN(C(=O)Cn2cc(C#N)c3ccccc32)CC1 | 20.2% | -0.4% | -0.4 | 8.7% | -2.3% | -0.8% | 3.6% | i | -4.2%
N#Cc1nc(COc2ccc(Br)cc2)oc1N1CCCC1 | nt | 0.6% | 0.3 | 15.7% | -21.9% | ? | 4.9% | i | 4.3%
O=c1c2ccccc2nnn1CSc1nnnn1-c1ccccc1 | 20.4% | 0.2% | -2.5 | -4.4% | 32.7% | -5.1% | 5.4% | i | 0.4%
CC1CC(C)CN(C(=O)COC(=O)c2nn(C)c(=O)c3ccccc23)C1 (centres undefined) | 0.5% | -0.2% | -0.2 | 14.3% | 4.5% | 3.4% | 7.2% | i | 38.7%
O=C1c2ccccc2C2=Nc3ccccc3SC(c3cccc(F)c3)C12 (centres undefined) | ? | 2.3% | -0.8 | ? | ? | ? | 4.2% | ? | -36.3%
Cc1ccc(N(CC(=O)NCCc2ccccc2)S(=O)(=O)c2c(C)noc2C)cc1 | 7.0% | -0.7% | -2.3 | 2.3% | -7.3% | 7.9% | -3.5% | i | -12.0%
O=C(O)CCC(=O)Nc1ccc(Br)cc1C(=O)c1ccccc1Cl | -24.3% | 2.0% | 0.4 | -0.3% | -2.9% | -4.9% | 0.0% | i | -0.6%
C=CCN1CCc2c(cc(O)c(O)c2Cl)C(c2ccccc2)C1 (centres undefined) | 6.3% | 1.1% | 0.8 | -38.3% | ? | -3.5% | 7.7% | ? | -9.6%
Cc1sc2nc(SCC(=O)Nc3c(C)n(C)n(-c4ccccc4)c3=O)n(C)c(=O)c2c1C | -7.0% | -0.1% | -2.1 | -11.2% | -1.2% | -5.8% | 4.9% | i | 4.8%
Cc1cccc(C)c1NC(=O)C(=O)NCC(c1ccc2c(c1)OCO2)N1CCOCC1 (centres undefined) | nt | -0.5% | nt | 10.4% | 7.6% | -1.7% | nt | i | -15.5%
CSc1nc(NCC(C)C)c2c3c(sc2n1)CN(C)CC3 | 6.8% | 11.6% | -2.1 | -9.5% | 2.9% | 2.9% | -3.4% | i | 3.3%
Cc1cccc(NC(=O)Nc2nnc(N3CCCC3)s2)c1 | ? | 0.8% | nt | -27.8% | 26.3% | -1.8% | nt | i | 3.6%

A second format for 5 compounds above:
mol,Nrf2 block,Nrf2 activator,IL2 activator,TGFb inhibitor,ATXN2 expr inh,A549 viability,EPAC2 agonist,ATXN viability,HepG2 viability
Cc1sc2nc(SCC(=O)Nc3c(C)n(C)n(-c4ccccc4)c3=O)n(C)c(=O)c2c1C,-7.0%,-0.1%,-2.1,-11.2%,-1.2%,-5.8%,4.9%,i,4.8%
COc1ccc(CNC(=O)C2CCN(C(=O)[C@@H]3Cc4ccccc4CN3)CC2)cc1,-15.2%,0.4%,-4.3,19.1%,4.9%,0.0%,5.4%,i,-20.0%
O=c1c2ccccc2nnn1CSc1nnnn1-c1ccccc1,20.4%,0.2%,-2.5,-4.4%,32.7%,-5.1%,5.4%,i,0.4%
O=C1c2ccccc2C2=Nc3ccccc3SC(c3cccc(F)c3)C12 (centres undefined),?,2.3%,-0.8,?,?,?,4.2%,?,-36.3%
N#Cc1nc(COc2ccc(Br)cc2)oc1N1CCCC1,nt,0.6%,0.3,15.7%,-21.9%,?,4.9%,i,4.3%

Carrying on.
SMILES | Nrf2 block | Nrf2 activator | IL2 activator | TGFb inhibitor | ATXN2 expr inh | A549 viability | EPAC2 agonist | ATXN viability | HepG2 viability
O=C(NC1CCCCC1)c1ccc(Cn2c(SCc3ccc(F)cc3)nc3cccnc32)cc1 | ? | 3.8% | nt | -24.6% | nt | -2.1% | nt | nt | -22.8%
COc1nc(-c2ccccc2)c2c(c1C#N)CC(C)(C)OC2 | ? | 0.0% | 0.1 | -5.2% | -7.5% | -17.1% | 6.7% | i | -45.5%
CCOCN(C(=O)Cn1c(CC(C)C)nc2ccccc21)c1c(C)cccc1CC | -13.6% | 4.9% | nt | 0.0% | -14.4% | -14.4% | nt | i | -18.9%
O=C(CN1C(=O)COc2ccccc21)NCCCN1CCCCC1 | 3.0% | -0.1% | -0.4 | 6.4% | 0.5% | 0.8% | -0.3% | i | 3.3%
CN(C)C(CNC(=O)c1ccc(NS(=O)(=O)c2ccc(F)cc2)cc1)c1ccco1 (centres undefined) | -15.1% | 0.5% | -0.2 | 4.3% | -8.9% | 0.2% | -2.7% | i | -2.7%
CCc1ccc(C(=O)N2CCC(c3nc4ccccc4s3)CC2)cc1 | ? | 0.4% | -2.3 | -18.4% | -1.9% | -8.4% | 8.8% | i | -42.7%
CCCC(=O)NC(C)C(c1cccs1)N1CCN(c2ccccc2)CC1 (centres undefined) | -8.1% | 0.3% | 2.1 | 1.0% | -3.7% | -1.2% | -0.2% | i | 0.2%
C/C=C(\C)C(=O)Nc1cccc(C2=NOC3(C2)C[C@@H](C(N)=O)N(C(=O)/C(C)=C/C)C3)c1 (some centres undefined) | 1.5% | -1.1% | 3.8 | -25.8% | 7.2% | -0.4% | 0.1% | i | -0.1%
NC(N)=NCC(O)CN(c1ccccc1)c1ccccc1 (centres undefined) | 11.6% | -0.1% | 1.0 | 4.3% | -8.1% | 0.8% | 10.5% | i | -18.6%
Cc1ccc(-n2c(C)cc(C(=O)CSc3nnc4ccccn34)c2C)cc1 | ? | -1.9% | 0.4 | -7.8% | ? | -0.5% | -3.8% | i | -14.8%
Cc1ccc(SCCC(=O)N2CCCC2)cc1 | 3.2% | 0.6% | 0.0 | 9.8% | 37.7% | -1.4% | -0.9% | i | 3.9%
COc1ccccc1CN1CCNC(=O)C1CC(=O)N(C)Cc1cnccn1 (centres undefined) | -20.7% | -0.8% | 0.9 | 48.6%[activator] | -6.4% | -7.1% | -7.4% | i | 5.9%
CCN(CC)S(=O)(=O)c1ccc(NC(=O)c2cccnc2Cl)c(NC(=O)c2cccnc2Cl)c1 | 20.6µM* | 8.9% | 1.5 | ? | -8.5%[11.3 µM] | ? | 16.2% | i | 12.6µM*
CC1CCCC(C)N1C(=O)COC(=O)c1nn(C)c(=O)c2ccccc12 (centres undefined) | 3.6% | 0.1% | -6.1 | -3.5% | -5.4% | 1.3% | 3.4% | i | 5.2%
CN(C(=O)COC(=O)c1ccccc1NCc1ccco1)c1c(N)n(Cc2ccccc2)c(=O)[nH]c1=O | -7.7% | 5.4% | 3.7 | 8.6% | -21.0% | -6.4% | 3.5% | i | 11.1%
O=C(N/N=C/c1ccccc1O)c1cccc(C(F)(F)F)c1 | ? | 4.0% | -1.1 | ? | 3.16µM* | -8.6% | -3.3% | ? | -52.4%
